GPR55 LPI antagonism: inhibition of LPI-stimulated GPR55 beta-arrestin translocation – imaging, U2OS, beta-arrestin-GFP, LPI agonist, primary screen (AID 2013); U2OS GPR55 beta-arrestin-GFP translocation imaging, LPI antagonism; higher % means a stronger effect; inhibition, % at 10 µM; hits with a dose series show IC50 in µM; 290,000 tested, 0.13% active;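 active = spots per cell inhibited over 60%, with over 100 cells counted and total cytoplasm intensity under 500,000; inconclusive = wells with under 100 cells, flagged as likely toxic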;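 note: U2OS cells stably carrying GPR55 and arrestin-GFP stimulated by 5 µM LPI near EC80; imaged beta-arrestin-GFP aggregate spots per cell after agonist stimulation; plate controls were LPI-stimulated DMSO wells for no effect and DMSO wells without LPI for full effect; some results filed as inactive read as strong as hits; confirmed hits need IC50 under 10 µM and bright autofluorescent wells are also inconclusive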
NOD1 NF-kB reporter: inhibition of NOD1-driven NF-kB reporter – cell-based, luminescence, uHTS, primary screen (AID 1578). NOD1-driven NF-kB luciferase reporter cells, luminescence; higher % means a stronger effect. inhibition, % at 4 µM, or EC50 in µM where a hit was titrated. 290,000 tested, 1% active; in the data active = inhibition mostly above about 36%, no sharp cut-off; inactive = mostly below about 34%;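 note: HEK-293T reporter cells stimulated with the NOD1 agonist gamma-tri-DAP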
KOR beta-arrestin-1: KOR agonists, beta-arrestin recruitment, primary screen, cell-based, luminescence, uHTS (AID 1777); 280,000 tested, 0.02% active; activation, % at 10 µM; hits with a dose series show EC50 in µM; KOR beta-arrestin recruitment, luminescence; higher % means a stronger effect; in the data active = activation above about 50%, passing the limit was not always enough; note: a part of the inactive calls stands beside numbers as strong as those of hits
T cell modulator: T cell immune modulators affecting CD8 T cell-vesicle binding. 2C CD8+ T cell-vesicle binding, flow cytometry; active compounds read low. calls only at 7 µM. 330,000 tested, 0.068% active;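 active = response, share of CD8 T cells binding vesicles, and their 90th percentile fluorescence all below set limits, cut at about 80% in these data, passing the limit was not always enough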
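Assay system – 2C mouse CD8+ T cells · Also added – QL9-loaded Drosophila micro-vesicles · Timing – Cell–vesicle co-incubation 1.5 h at 37 °C, staining 20 min on ice · Signal – flow cytometry of vesicle-bound cells · Measure – percent CD8+ FL2 mean versus row control · Controls – Peptide-free naked vesicles (low) and QL9 vesicles with 0.7% DMSO vehicle (high)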
GPR55 activation: selective activators of receptor GPR55 – imaging, U2OS cells, beta-arrestin-GFP redistribution, primary screen (AID 1961); 290,000 tested, 0.048% active; U2OS GPR55 beta-arrestin-GFP redistribution imaging; higher % means a stronger effect; one-dose activation, % at 10 µM; EC50 in µM for titrated hits;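 active = activation above 40% with more than 50 cells counted in the well; inconclusive = wells holding fewer than 50 cells, flagged as toxic or sparse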;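 note: U2OS osteosarcoma cells stably expressing GPR55 and beta-arrestin-GFP; plate controls were DMSO negative control for no effect and LPI positive control for full effect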
KOR beta-arrestin-2: KOR antagonists, beta-arrestin recruitment, cell-based, luminescence, uHTS (AID 1778) | KOR beta-arrestin recruitment, luminescence, antagonist mode; higher % means a stronger effect | one-dose inhibition, % at 10 µM; IC50 in µM for titrated hits | 290,000 tested, 0.091% active; note: strong numbers were not always called active
Myeloid diff 2: myeloid differentiation induction; ER-HoxA9 myeloid progenitors, lysozyme-GFP differentiation, flow cytometry; calls only at 10 µM; 360,000 tested, 1% active;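 active = normalized GFP-positive differentiation at or above the plate's own cutoff, the solvent-only control mean plus 3 SD; inconclusive = no clear call, values can overlap the other calls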;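 note: cells exposed to compound for four days before flow analysis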
HEK293 NOD2/NF-kB: inhibition of NOD2-driven NF-kB reporter – cell-based, luminescence, uHTS, HEK293 (AID 1566); HEK293 NOD2/NF-kB luciferase reporter, luminescence; higher % means a stronger effect; inhibition, % at 4 µM; hits with a dose series show EC50 in µM; 290,000 tested, 0.63% active; note: many of its hits are not listed in these tables
NTR1 ag: NTR1-driven beta-arrestin-GFP spot formation – imaging, U2OS cells, high content, primary screen (AID 493036) | activation, % at 20 µM | agonist mode | 330,000 tested, 0.17% active | P30989;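 active = activation at or above 40% of the spot to cytoplasm intensity ratio, with at least 20 cells analyzed; inconclusive = wells under 20 cells, flagged as cytotoxic or low count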;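 note: 0% = DMSO without peptide and 100% = 100 nM NTR1 peptide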
Target sequence (P30989 whole entry, looked up): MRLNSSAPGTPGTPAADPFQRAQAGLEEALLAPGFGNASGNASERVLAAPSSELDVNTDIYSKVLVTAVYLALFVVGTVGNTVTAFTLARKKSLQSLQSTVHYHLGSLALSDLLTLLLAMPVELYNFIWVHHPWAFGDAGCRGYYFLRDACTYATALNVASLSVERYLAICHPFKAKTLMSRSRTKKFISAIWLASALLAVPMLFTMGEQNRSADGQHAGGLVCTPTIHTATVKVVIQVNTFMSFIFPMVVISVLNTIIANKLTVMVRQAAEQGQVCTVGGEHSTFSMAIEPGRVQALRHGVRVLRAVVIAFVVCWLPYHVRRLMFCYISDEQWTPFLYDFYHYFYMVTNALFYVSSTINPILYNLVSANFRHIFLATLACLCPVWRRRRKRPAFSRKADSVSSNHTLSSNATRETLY
T cell modulator vesicle-bound %: also measured in T cell modulator; calls as there; double positive events, %; measured here: CD8+ vesicle-bound cell fraction;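 binding gate set so that unloaded-vesicle control wells show 10% double positive cells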
NTR1 ag cell count 20 µM: also measured in NTR1 ag; calls as there; cell count; measured here: cell count, cytotoxicity flag
Myeloid diff 2 GFP+ MAC1+ %: further read-out of Myeloid diff 2, marked with its call; GFP+ MAC1+ double positive, %; measured here: differentiation confirmed by MAC1 staining
An asterisk follows results filed as active; i = inactive; ? = inconclusive; . = not tested or not shown; [ ] = remark or other dose. Cut-off read from the data, not from the text of the source, unless noted: active = inhibition above about 50%; inactive = the rest. A portion of the library; rates above refer to the full screens.

Value order: GPR55 LPI antagonism	NOD1 NF-kB reporter	KOR beta-arrestin-1	T cell modulator	T cell modulator vesicle-bound %	GPR55 activation	KOR beta-arrestin-2	Myeloid diff 2	Myeloid diff 2 GFP+ MAC1+ %	HEK293 NOD2/NF-kB	NTR1 ag	NTR1 ag cell count 20 µM
1: NC(=O)CSc1nnc(-c2cc(-c3ccc(Cl)cc3)nc3ccccc23)o1
  1%	-8%	-1.2%	i	26	-0.1%	-21%	i	0.2	6%	6.0	46
2: CC(CCc1ccccc1)NC(=O)C1CCN(S(=O)(=O)N2CCOCC2)CC1 (configuration not stated)
  -5%	-30%	3.8%	i	5	0.1%	25%	i	0.3	-14%	2.1	70
3: O=C(NCc1ccco1)c1ccc(COCC(F)(F)C(F)F)cc1
  2%	0%	0.5%	i	33	-0.1%	3%	i	0.4	4%	1.1	67
4: Oc1ccc(N=Nc2ccc3c(c2)OCCO3)c2ncccc12
  27%	106%*	-11%	i	56	0.5%	4.9µM*	.	.	-8%	4.1	60
5: Cc1cccc(CSc2ncnc3ccccc23)c1
  3%	-28%	5.9%	i	4	0.0%	5%	i	0.4	-8%	3.0	60
6: O=C(N/N=C/c1nn(-c2ccccc2)cc1-c1ccccc1)c1ccncc1
  11%	-25%	0.8%	i	54	0.7%	-3%	i	0.2	-5%	7.6	70
7: CC(=O)NS(=O)(=O)c1ccc(NC(=O)CCc2ccccc2)cc1
  -1%	11%	4.0%	i	36	0.1%	1%	i	0.3	16%	-0.6	53
8: COc1ccc(C)cc1NC(=O)COC(C)=O
  -6%	14%	4.4%	i	18	-0.2%	-8%	i	1.1	4%	0.7	79
9: COCCN(C(=O)Nc1ccccc1)c1ccccc1
  4%	-12%	-2.4%	i	46	-0.1%	-13%	i	0.9	-3%	0.3	62
10: COc1ccc2c(c1)CCc1c(C(=O)Nc3c(C)nn(Cc4ccccc4)c3C)noc1-2
  3%	30%	0.4%	i	24	-0.1%	2%	i	1.2	14%	0.9	94
11: O=C(CN1C(=O)C2CC=CCC2C1=O)NCc1ccc2c(c1)OCO2 (configuration not stated)
  0%	-10%	6.0%	i	48	0.0%	-6%	i	1.7	-4%	-1.3	53
12: Cc1ccc(NC(=O)Cn2nc(C)c3ccccc3c2=O)c(C)c1
  3%	-19%	-6.5%	i	14	-0.3%	-32%	i	1.2	15%	0.0	56
13: COC(=O)c1ccc(C(=O)OC)c(NC(=O)CN(C)Cc2ccccc2)c1
  30%	-14%	-0.2%	i	65	0.5%	4%	i	0.0	9%	2.7	63
14: CC(=O)N1CCN(CC(=O)Nc2ccc3c(c2)CCC3)CC1
  -4%	-20%	-1.8%	i	44	-0.2%	4%	i	0.6	-4%	-1.7	75
15: O=C(Nc1ccccc1)C1=C[C@H](C2CCCCC2)C[C@H](OCc2ccc(CO)cc2)O1
  16%	-11%	-0.9%	.	.	0.1%	-11%	i	1.5	-17%	24	90
16: COc1ccc(CNC(=O)CCC(=O)Nc2ccc(Cl)cc2)cc1
  2%	-28%	-1.5%	i	16	0.6%	5%	i	0.6	-11%	-0.2	74
17: O=C(Cn1cnc2ccccc2c1=O)c1ccc(Cl)cc1
  -1%	-20%	.	.	.	-0.1%	13%[20 µM]	i	0.0	-38%	.	.
18: C/C(=N/NC(=O)NC12CC3CC(CC(C3)C1)C2)c1ccccc1
  1%	-14%	-2.0%	i	9	0.0%	-7%	i	0.2	8%	6.5	54
19: COCCn1c(=O)c2c(nc3n2CCCN3Cc2ccccc2)n(C)c1=O
  32%	3%	2.1%	i	41	-0.1%	-2%	i	0.7	16%	-1.0	74
20: COc1cccc(C(=O)N(c2ccccc2)C2C=CS(=O)(=O)C2)c1 (configuration not stated)
  4%	-24%	-0.9%	i	43	-0.6%	-16%	i	1.9	5%	-0.1	88
21: COc1ccc(Cl)cc1-c1nc(-c2ccncc2)no1
  12%	-34%	0.6%	i	55	-0.2%	1%	i	0.9	-8%	1.1	47
22: CSCC[C@H](NC(=O)N1CCn2c1nc1ccccc12)C(=O)N[C@@H](C(=O)O)c1ccccc1
  -3%	1%	.	i	10	-0.2%	.	i	2.2	13%	-2.6	95
23: CCC(=O)NC(=S)Nc1ccc2oc(-c3ccc(OC)cc3)nc2c1
  -8%	-41%	1.6%	i	33	-0.2%	-22%	i	0.6	-55%	-1.0	92
24: Cc1ccccc1C(=O)N1CCC(C(=O)O)CC1
  5%	4%	-2.1%	.	.	0.0%	2%	i	8.1	4%	2.1	59
25: CC(C)(C)C1(C)OC(=O)C(=Cc2ccc(OCC(=O)Nc3ccccc3)cc2)C(=O)O1 (configuration not stated)
  11%	-27%	-1.0%	i	5	0.4%	2%	i	0.5	-3%	0.2	56
26: Cc1ccc2c(c1)N(C(=O)CCC(=O)NCc1cccnc1)CC(C)O2 (configuration not stated)
  2%	-33%	-4.7%	i	38	0.5%	14%[20 µM]	i	2.7	9%	0.9	58
27: Cc1ccc(NC(=O)NNC(=O)c2ccc3c(c2)NC(=O)C(C)(C)O3)cc1
  -7%	-20%	-1.9%	i	29	0.0%	-1%	i	0.4	0%	0.0	43
28: CCn1c(O)c(C=Nc2ccccc2)n(-c2ccccc2)c1=S
  3%	24%	11%	i	37	-0.1%	-6%	i	0.3	-26%	-0.7	43
29: COc1ccc(CCNc2c(C=O)c(=O)[nH]c3ccccc23)cc1OC
  -6%	-8%	8.7%	i	66	0.3%	-31%[20 µM]	i	1.0	11%	0.1	54
30: Cc1ccc(C(=O)Nc2ccon2)cc1S(=O)(=O)N1CCCC1
  2%	-10%	-2.5%	i	31	-0.1%	-40%	i	6.3	3%	1.5	75
31: Cc1cccc(OCc2nnc(SCC(=O)N3CCN(C(=O)c4ccco4)CC3)n2C)c1C
  9%	-12%	0.9%	.	.	0.3%	-18%	i	6.1	-4%	0.8	95
32: CCN(CC(=O)Nc1ccc(NC(C)=O)cc1)Cc1c(O)ccc2cc(Br)ccc12
  4%	-37%	-1.2%	i	17	-0.1%	-61%	i	2.3	11%	-0.2	40
33: NNC(=O)c1nnn(-c2nonc2N)c1CN1CCc2ccccc2C1
  14%	1%	-3.2%	i	62	0.1%	18%	i	0.2	15%	-0.4	26
34: O=C(CN1CCOCC1)Nc1nc(-c2ccc3c(c2)CCN3S(=O)(=O)c2ccccc2)cs1
  6%	.	1.1%	i	10	0.3%	10%	i	0.5	.	-0.4	55
35: O=C(O)c1cccc(S(=O)(=O)NCCC(c2ccccc2)c2ccccc2)c1
  17%	-24%	-2.1%	i	45	-0.3%	7%	i	0.6	1%	1.7	50
36: COc1cc(OC)cc(C(=O)Nc2ccc(NC(=O)c3ccco3)c(C)c2)c1
  3%	-32%	-2.8%	i	40	-0.1%	-23%	?	.	-7%	-0.1	43
37: CCOC(=O)N1CCC(N2Cc3cccc(C(=O)Nc4ccc(CC)cc4)c3C2=O)CC1
  16%	-23%	.	i	30	0.1%	-29%	i	1.1	19%	5.4	85
38: CCCCNC(=O)CN1C(=O)NC2NC(=O)NC21 (configuration not stated)
  -12%	17%	3.5%	i	48	-0.2%	0%	i	2.2	10%	1.4	68
39: CC(OC(=O)C1=COCCO1)C(=O)Nc1ccc(Oc2ccccc2)cc1 (configuration not stated)
  2%	4%	-0.5%	i	27	0.0%	-8%	i	1.0	-6%	-6.4	71
40: Cc1cc(C(F)(F)F)nn1CC(=O)Nc1cccnc1
  12%	10%	0.4%	i	20	0.6%	-30%	i	1.0	-13%	-0.7	42
41: Cc1ccc(NC(=O)c2ccc(OCC3CCCO3)cc2)cc1 (configuration not stated)
  11%	-58%	1.0%	i	14	-0.2%	-4%	i	0.2	-54%	3.0	41
42: CC(C)C(=O)N1CCN(c2ccc(NC(=O)c3cccs3)cc2)CC1
  0%	-12%	-2.9%	i	41	0.2%	-35%	i	1.1	19%	-1.6	94
43: Cc1cc(C)c(S(N)(=O)=O)c(C)c1N(C)S(=O)(=O)c1ccc(Cl)cc1
  1%	-20%	3.6%	i	64	0.0%	-17%	i	0.5	0%	3.3	42
44: C[C@H](NC(=O)c1cc2cc(Cl)ccc2n1C)C(=O)N1CCC(C(=O)O)CC1
  7%	-6%	-4.4%	i	14	-0.1%	10%	i	0.7	8%	.	.

Screening results (PubChem BioAssay)
